Assay outcomes as filed in PubChem.
PGK inhibitor – qHTS Assay to Find Inhibitors of Phosphoglycerate Kinase; Phosphoglycerate kinase, glycosomal (Trypanosoma brucei brucei), P07378; PGK/GAPDH coupled, Kinase-Glo luminescence, 60 min; Potency, µM (series often up to 57.5 µM), for the others: at the top dose activity change, negative = inhibition, hits mostly inhibitors; 380,000 compounds, 0.043% hits; AID 602233, 2012; note: potency is the fitted concentration of half-maximal effect; % is set by controls: 0 for no effect and ±100 for the full control effect; nearly all actives have a fitted effect of over 60% in size
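Recombinant glycosomal PGK reaction used 1,3-bisphosphoglycerate generated in-well by GAPDH (100nM final) in 100mM TEA pH 7.6, 5mM MgCl2, 0.01% Tween-20. After 60 minutes at room temperature, ATP was read by Kinase-Glo Plus luminescence end-point.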
POLH inh – qHTS for Inhibitors of Polymerase Eta. DNA polymerase eta (Homo sapiens), Q9Y253. 390,000 compounds, 1.2% hits. Potency, µM (series often up to 114 µM), for the others: at the top dose activity change, negative = inhibition, most hits filed as inhibitors. recombinant Pol eta, fluorescent DNA replication assay. AID 588591, 2011; note: potency is the fitted concentration of half-maximal effect; % is set by controls: 0 for no effect and ±100 for the full control effect
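Fluorescent replication assay: 50 nM final substrate added after a 15 min room-temperature compound preincubation with 10 nM enzyme. Signal taken at 0 min and again at 10 min.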
GLS inhibitor – qHTS for Inhibitors of Glutaminase (GLS); Glutaminase kidney isoform, mitochondrial (Homo sapiens), O94925; GLS enzymatic activity, qHTS titration; Potency, µM (doses to about 45.5 µM), inactives show top-dose activity change, negative = inhibition, usual class: inhibitors; 410,000 compounds, 0.21% hits; AID 624170, 2012; note: potency is the fitted concentration of half-maximal effect; % is set by controls: 0 for no effect and ±100 for the full control effect
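Glutamate formation by hKGA was monitored fluorometrically using coupled glutamate oxidase, HRP and Amplex Red. Substrate was added as 1 mM L-glutamine solution; incubation was 30 min at RT after an initial read.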
G9a block – qHTS Assay for Inhibitors of Histone Lysine Methyltransferase G9a. G9a H3K9 monomethylation, AlphaScreen, 2 h. Potency, µM (series often up to 102 µM), for the others: at the top dose activity, negative = inhibition, most hits filed as inhibitors. 350,000 compounds, 8.8% hits. AID 504332, 2011; note: potency is the fitted concentration of half-maximal effect; % is set by controls: 0 for no effect and ±100 for the full control effect; nearly all actives have a fitted effect of over 75% in size
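G9a (20 nM) was preincubated 15 min with compound, then reacted 2 h at room temperature with 500 nM biotin-H3K9 peptide and 20 µM SAM. Monomethyl-H3K9 detected by AlphaScreen using anti-H3K9me1 antibody.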
BAZ2B block – qHTS Assay for Inhibitors of BAZ2B. Bromodomain adjacent to zinc finger domain protein 2B (Homo sapiens), Q9UIF8. AlphaScreen BAZ2B-H3K14Ac peptide displacement. Potency, µM (titrated, usually from 114 µM), for the others: top-dose activity change, negative = inhibition, most hits filed as inhibitors. 360,000 compounds, 4.4% hits. AID 504333, 2011; note: potency is the fitted concentration of half-maximal effect; % is set by controls: 0 for no effect and ±100 for the full control effect; nearly all actives have a fitted effect of over 60% in size
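BAZ2B 50 nM plus b-H3(5-23)K14Ac 50 nM, PBS pH 7.4/0.01% Tween-20, 30 min RT; compound added (max 110 uM), 30 min RT; streptavidin donor/Ni-chelate acceptor beads 10 ug/mL final, 20 min dark; AlphaScreen read.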
Pin1 inh – qHTS Assay to Find Inhibitors of Pin1; Potency, µM (highest dose often 115 µM), for the others: top-dose activity, negative = inhibition, actives largely listed as inhibitors; Pin1 FP peptide displacement, HiFluor488, 10 min; 390,000 compounds, 0.009% hits; active = well fitted inhibition curve with a large enough effect in the polarisation, with a control signal flat, not every such curve was filed as active; inconclusive = small, poorly fitted or top-dose-only effect, or effect the other way, or a change in a side signal; inactive = no such curve, though single readings can be large or run the other way; the % refers to the polarisation; note: potency is the fitted concentration of half-maximal effect; % is set by controls: 0 for no effect and ±100 for the full control effect
PI4K2A inh – qHTS for small molecular inhibitors of PI4K2A; 420,000 compounds, 0.13% hits; activity change, negative = inhibition, % at 76.9 µM; purified PI4K2A, ADP-Glo luminescence, 1 h; hits give low values; AID 1346378, 2018; in the data active = activity change below about -50%; inconclusive = mostly about -30% to -49%;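 note: -100% = wells without enzyme as full effect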
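Compounds are screened against recombinant PI4K2A using PI as substrate and ATP, the latter dispensed at 300 microM. Reactions run one hour at ambient temperature before ADP-Glo detection; full inhibition defined by wells lacking enzyme.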
JMJD2A Tudor – qHTS Assay for Inhibitors of JMJD2A-Tudor Domain; Lysine-specific demethylase 4A (Homo sapiens), O75164; AlphaScreen JMJD2A-Tudor / H3K4me3 peptide binding; Potency, µM (highest dose often 114 µM), for the others: at the top dose activity change, negative = inhibition, hits mostly inhibitors; 390,000 compounds, 4.4% hits; note: potency is the fitted concentration of half-maximal effect; % is set by controls: 0 for no effect and ±100 for the full control effect; nearly all actives have a fitted effect of over 50% in size
Target sequence (O75164 whole entry, looked up, the tested form may be a part): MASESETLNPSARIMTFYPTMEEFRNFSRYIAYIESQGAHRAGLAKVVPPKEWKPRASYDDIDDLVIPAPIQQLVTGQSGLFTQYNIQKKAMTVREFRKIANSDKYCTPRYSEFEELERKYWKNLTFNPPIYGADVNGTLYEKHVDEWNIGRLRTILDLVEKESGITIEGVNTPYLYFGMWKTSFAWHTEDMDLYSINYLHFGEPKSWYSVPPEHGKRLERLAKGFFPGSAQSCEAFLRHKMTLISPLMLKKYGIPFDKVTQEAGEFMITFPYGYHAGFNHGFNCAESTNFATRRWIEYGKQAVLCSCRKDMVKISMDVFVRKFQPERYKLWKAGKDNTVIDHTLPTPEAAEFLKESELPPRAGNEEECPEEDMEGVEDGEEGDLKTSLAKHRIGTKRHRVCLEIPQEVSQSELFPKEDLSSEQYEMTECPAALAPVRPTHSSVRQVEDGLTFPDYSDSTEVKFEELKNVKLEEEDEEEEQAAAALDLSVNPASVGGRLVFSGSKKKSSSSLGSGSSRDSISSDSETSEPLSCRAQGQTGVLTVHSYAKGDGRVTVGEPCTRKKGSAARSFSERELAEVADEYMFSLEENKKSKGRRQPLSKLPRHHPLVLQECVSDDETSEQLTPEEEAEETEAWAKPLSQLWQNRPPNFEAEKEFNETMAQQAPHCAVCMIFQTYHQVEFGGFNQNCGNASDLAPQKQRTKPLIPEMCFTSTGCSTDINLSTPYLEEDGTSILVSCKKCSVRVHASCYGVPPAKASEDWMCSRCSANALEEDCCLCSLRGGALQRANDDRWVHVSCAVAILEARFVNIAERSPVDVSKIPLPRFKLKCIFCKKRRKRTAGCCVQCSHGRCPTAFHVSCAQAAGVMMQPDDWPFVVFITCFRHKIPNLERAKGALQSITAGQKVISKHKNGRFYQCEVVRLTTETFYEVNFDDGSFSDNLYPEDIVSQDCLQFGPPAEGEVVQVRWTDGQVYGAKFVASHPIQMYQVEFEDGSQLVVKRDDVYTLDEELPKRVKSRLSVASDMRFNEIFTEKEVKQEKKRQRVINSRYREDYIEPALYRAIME
HP1b binding inh – HTS for Inhibitors of HP1-beta Chromodomain Interactions with Methylated Histone Tails; Potency, µM (series often up to 114 µM), without a hit: top-dose activity change, negative = inhibition, most hits filed as inhibitors; AlphaScreen HP1-beta / biotin-H3K9me3 peptide binding; AID 540317, 2011; 390,000 compounds, 0.56% hits; Chromobox protein homolog 1 (Homo sapiens), P83916; note: potency is the fitted concentration of half-maximal effect; nearly all actives have a fitted effect of over 70% in size; inactives centre near 23
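Compound inhibition of the preformed complex between 50 nM HP1-beta and 50 nM biotinylated H3K9me3 peptide was read by AlphaScreen. Buffer was PBS pH 7.4 with 0.01% Tween-20. Incubations ran 30 min at room temperature, with 10 ug/mL donor/acceptor beads.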
The depositor's hits bear a star; i = inactive; ? = inconclusive; nt = not tested or not shown; [ ] = dose if it differs, or a comment. Unless noted, calls come from the whole dose curve; as a rule, active = well fitted curve in the direction sought with a large enough effect; inconclusive = small, poorly fitted or top-dose-only effect, or another doubt; inactive = no such curve, though single readings can be large; an effect the other way counts as inactive or inconclusive.

SMILES	PGK inhibitor	POLH inh	GLS inhibitor	G9a block	BAZ2B block	Pin1 inh	PI4K2A inh	JMJD2A Tudor	HP1b binding inh
CC(C)CCNC(=O)CN(Cc1ccc2c(c1)OCO2)C(=O)CCC(=O)Nc1ccccn1	i	-10%	3%	4%[59 µM]	3%	0%	-4	-2%	47%[activator]
CCCc1cc(CN(C)C(=O)CC2C(=O)NCCN2Cc2ccccc2C)[nH]n1 (stereo not drawn)	2%	-20%	0%	?	-5%	-2%	-5	-5%	24%
O=C(O)c1cccc(Nc2ccncc2[N+](=O)[O-])c1	i	-15%	?	3%	-18%	-10%	2	20µM*	29%
CC(C)c1ccc2c(c1)-c1ccccc1S(=O)(=O)N2CC(=O)N1CCCCC1	-1%	1%	-7%	-29%[59 µM]	-11%	24%	-1	-16%	39%[activator]
CCc1ccc(C2=C(C)C(N3CCC(C(=O)Nc4cccc(OC)c4)CC3)=NS2(=O)=O)cc1	nt	nt	0%	16%[59 µM]	-8%	?	-5	-14%	-10%
O=C(Cn1cncn1)NCc1cccc(OC(F)F)c1	0%	0%	22%	5%	-4%	-3%	-3	-13%	12%
O=[N+]([O-])c1ccccc1S(=O)(=O)Nc1ccc2c(c1)OCCO2	i	-14%	21%	1%	-8%	2%	-2	-7%	46%[activator]
O=C(NCCCO)/C(=C\c1ccco1)NC(=O)c1ccco1	1%	-12%	1%	71µM*	-6%	-9%	0	-13%	25%
COc1ccc(-c2nn(-c3cccc(F)c3)c3c2cnc2cc(OC)c(OC)cc23)cc1	i	-14%	-8%	28%[59 µM]	-8%	2%	-4	-9%	21%
COc1cc(C(=O)N2CCN(C(=O)c3ccccc3)CC2)cc(OC)c1OC	-4%	-1%	-1%	?	13%	-3%	4	-14%	26%
CC(=O)NCC(=O)OCC(=O)c1ccc(C)c(C)c1	-10%	9%	13%	-6%[12.7 µM]	-15%	-10%	-22	-22%	21%
COc1cc(CNC2CCCC2)cc(Cl)c1OCc1ccccc1F	nt	-21%	7%	-39%[59 µM]	9%	-1%	0	-10%	40%
C/C(N)=C(/C#N)C(=O)CSc1nnnn1-c1ccc(C)cc1C	i	-7%	0%	-19%	-9%	22%	-1	-25%	34%[activator]
CCOC(=O)CSc1nc(C)cc(C)c1C#N	0%	-5%	-2%	?	1%	3%	1	-20%	34%
Cn1c(SCc2cccnc2)nc2cccnc21	8%	8%	7%	-3%[59 µM]	22%	6%	5	3%	47%[activator]
O=c1oc2ccccc2n1Cc1cccc(C(F)(F)F)c1	i	-15%	-12%	nt	nt	-2%	-3	40%[activator]	46%[activator]
CCOC(=O)c1ccc(NC(=O)c2nc[nH]c2C(=O)N(C)Cc2ccccc2)cc1	0%	-18%	2%	-22%[12.7 µM]	2%	0%	1	-25%	32%
CC(=O)Nc1cc2c(cc1C(=O)c1ccccc1)OCCO2	i	-18%	9%	-27%	-26%	5%	-1	-3%	21%
O=C1CC(C(=O)N2CCc3ccccc32)CN1c1cccc(C(F)(F)F)c1 (stereo not drawn)	-11%	-8%	-17%	-48%[12.7 µM]	2%	-5%	5	1%	23%
COCc1c(C(=O)OCc2nc3ccsc3c(=O)[nH]2)oc2ccccc12	0%	-18%	1%	16%[12.7 µM]	-8%	2%	-1	-9%	40%[activator]

Quoted from the results shown (2 entries):
SMILES	PGK inhibitor	POLH inh	GLS inhibitor	G9a block	BAZ2B block	Pin1 inh	PI4K2A inh	JMJD2A Tudor	HP1b binding inh
CC(C)CCNC(=O)CN(Cc1ccc2c(c1)OCO2)C(=O)CCC(=O)Nc1ccccn1	i	-10%	3%	4%[59 µM]	3%	0%	-4	-2%	47%[activator]
CCCc1cc(CN(C)C(=O)CC2C(=O)NCCN2Cc2ccccc2C)[nH]n1 (stereo not drawn)	2%	-20%	0%	?	-5%	-2%	-5	-5%	24%

Following part.
SMILES	PGK inhibitor	POLH inh	GLS inhibitor	G9a block	BAZ2B block	Pin1 inh	PI4K2A inh	JMJD2A Tudor	HP1b binding inh
COc1ccccc1CNc1ccccc1F	4%	-23%	16%	110%[activator]	61%[activator]	-4%	-1	53%[activator]	79%[activator]
Cn1nnnc1SCCNCc1ccccc1F	i	-13%	-4%	?	?	2%	3	-7%	38%
CCn1cnc2c1c(=O)n(CC(=O)NCC(C)C)c(=O)n2Cc1ccccc1	i	-11%	-15%	-5%[2.33 µM]	-1%	-3%	0	4%	51%[activator]
CN1CCC(=NNC(=O)c2ccc(N(Cc3ccc(Cl)cc3)S(C)(=O)=O)cc2)CC1	2%	-18%	-1%	7%[59 µM]	1%	-3%	-4	-10%	42%[activator]
CN(C(=O)CCNC(=O)Cn1cnc2ccccc2c1=O)c1ccc(F)cc1	-6%	-4%	-5%	-7%	0%	-1%	-2	-2%	15%
COc1ccc(NC(=O)CSc2nc(-c3ccco3)cc(C(F)(F)F)n2)cc1Cl	-3%	2%	-1%	2%[59 µM]	-5%	14%	-2	-12%	13%
Cc1cc(OCC(=O)NC(C)C)ccc1Cl	-8%	1%	2%	0%	-1%	-8%	-3	-4%	24%
CC(C)CNC(=O)c1cccc(NC(=O)CSc2ccc(Cl)cc2)c1	17%	-17%	3%	33%[59 µM]	6%	-1%	3	-21%	11%
CCc1cccc(CC)c1NC(=O)Cn1nnc2sc3c(c2c1=O)CCCC3	i	-9%	3%	17%[59 µM]	-1%	19%	1	-12%	33%
CC1C(=O)CCN(C(C)C)C1C (stereo not drawn)	i	-13%	-10%	?	11%	-1%	-8	-5%	22%
COc1ccc(C(=O)COC(=O)Cn2nnc3ccccc32)cc1Br	i	-1%	-4%	8%[12.7 µM]	-3%	12%	-2	-18%	5%
C=CCNc1nc(NCCN2CCOCC2)nc(N2CCOCC2)n1	-6%	-14%	4%	-28%[12.7 µM]	12%	-4%	-1	-4%	49%[activator]
CN(C)CCNCc1ccccc1OC1CCCC1	-6%	-5%	6%	17%[12.7 µM]	-6%	-2%	1	?	2%
NC(=O)C1CCN(C(=O)C23CC4CC(CC(C4)C2)C3)CC1	-6%	7%	10%	-4%[59 µM]	5%	-9%	1	2%	38%[activator]
CCCC(=O)Nc1cccc(NC(=O)c2ccccc2Br)c1	-7%	-4%	-21%	7%[59 µM]	-4%	-2%	-2	-3%	20%
CCN(CC)CC(=O)n1c2c(c3ccccc31)CCCC2	i	-5%	8%	9%[59 µM]	4%	7%	-8	-32%	-14%
COc1ccc(S(=O)(=O)N2CCC(O)(c3ccc4c(c3)OCO4)CC2)cc1	-2%	-13%	4%	6%	-1%	-7%	3	-4%	31%
CCOC(=O)Cc1csc(NC(=O)c2ccc3ccccc3n2)n1	-9%	-1%	-6%	?	3%	-3%	-8	-11%	39%[activator]
COC(=O)[C@@H](NCc1cccc(CN[C@H](C(=O)OC)C(C)C)c1)C(C)C	-8%	-18%	2%	nt	-3%	2%	2	-14%	31%[activator]
CCOC(=O)C(CC)n1cnc2c(nnn2-c2ccc(C)cc2)c1=O (stereo not drawn)	0%	3%	-4%	-6%	-16%	1%	3	-7%	15%
CC1CCC(NC(=O)Cn2ncc3ccccc32)CC1 (stereo not drawn)	4%	-11%	0%	-7%[59 µM]	8%	-4%	-1	-6%	59%[activator]
COc1ccccc1NC(=O)CSc1ncc2c(n1)-c1cc(Cl)ccc1N(Cc1ccccc1)S2(=O)=O	2%	-5%	4%	?	-13%	46%[activator]	-5	-21%	19%
CN(C)S(=O)(=O)Nc1ccccc1F	12%	-10%	0%	nt	-17%	1%	4	-4%	17%
CC(NC(=O)c1ccc(Nc2nc3ccccc3n3nnnc23)cc1)c1ccccc1 (stereo not drawn)	-5%	11%	-5%	-12%[59 µM]	-26%	?	-2	-9%	25%
COc1ccccc1OCCC(=O)OCC(=O)NCc1ccccc1	-2%	-9%	-1%	-4%[59 µM]	-6%	-1%	-1	-12%	40%[activator]
Cc1ccc(OCC(=O)Nc2cccc(C)n2)c(C)c1	-1%	0%	7%	-1%[12.7 µM]	11%	-14%	1	15%	80%[activator]
O=C(C1COc2ccccc2O1)N1CCOCC1 (stereo not drawn)	i	-8%	0%	-16%	-3%	-5%	-4	1%	25%
Cc1c(Cl)cccc1NC(=O)C(CCS(C)(=O)=O)N1Cc2ccccc2C1=O (stereo not drawn)	-1%	-3%	2%	6%[59 µM]	3%	3%	-1	-15%	-8%
CCOC(=O)N1N=C(c2ccccc2)CC1(O)C(F)(F)F (stereo not drawn)	-1%	-9%	1%	49%[12.7 µM]	-3%	-3%	9	-7%	39%[activator]
Cc1cc(N2CCOCC2)n2nc(C(F)(F)F)c(-c3ccccc3)c2n1	2%	-20%	-19%	5%	-23%	-3%	-2	0%	25%
COCCN(C(=O)CCC(=O)Nc1cccnc1)C(C(=O)NC1CCCCC1)c1ccccc1 (stereo not drawn)	0%	-1%	-7%	5%	2%	?	-7	-12%	27%
Nc1ccc2nn(-c3ccccc3)nc2c1	-9%	-1%	-6%	nt	-16%	-9%	-6	-21%	-25%
O=c1[nH]c(-c2ccccc2)nnc1-c1ccccc1	1%	1%	-4%	-2%	-6%	-10%	2	-4%	9%
Cc1cc(C)nc(-n2nc(C)cc2NC(=O)CNC2CCCCC2)n1	-4%	-3%	-4%	-8%	7%	-9%	3	-12%	39%
C=C(C)C(=O)NC1=NN(c2ccccc2)C(=O)C1	-2%	?	13%	14%[59 µM]	?	?	-3	?	-4%

The list is partial. The share of hits here may be higher or lower than overall.
